# Compound activity deposited in PubChem by National Center for Advancing Translational Sciences (NCATS).
# Nrf2 activator = Nrf2 pathway activation | AID 624171 | AREc32 ARE-luciferase reporter (MCF7-derived line), luminescence, 24 h | Potency, µM (top dose mostly 46.1 µM), for inactives: top-dose activation, actives largely listed as activators | 0.31% of 410,000 active; also: potency is read from the fitted curve at half-maximal effect; % of control where 0% means no effect; nearly all actives have a fitted effect of over 65% in size
#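 Luciferase luminescence (Steady-Glo, 30 min at room temperature) served as the read-out of ARE activation in AREc32 cells treated with compounds for 24 hr at 37 deg C.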
# IL-1B inflam inh = inhibitors of inflammasome signaling (IL-1 beta secretion) | activity change, % at 57.5 µM | 4.7% of 360,000 active | THP-1 LPS/ATP IL-1B secretion, AlphaLISA, 16 h; hits give low values; in the data active = activity change below about -50%; inconclusive = mostly about -30% to -49%; also: % is scaled to controls: 0 for no effect and ±100 for the full control effect
#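 Secreted IL-1B measured by AlphaLISA bead assay after 16 h compound exposure of THP-1 cells; compounds (final up to 57.5 uM) added 1 h before LPS (250 ng/mL) and ATP (1.25 mM) stimulation; lower signal means less secretion.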
# Nrf2 block = blocks Nrf2 signaling; Potency, µM (titrated, usually from 46 µM), for the others: at the top dose activity change, negative = inhibition, actives largely listed as inhibitors; 2.1% of 360,000 active; A549 ARE-Fluc reporter, luciferase luminescence, 18-24 h; also: potency is read from the fitted curve at half-maximal effect; % is scaled to controls: 0 for no effect and ±100 for the full control effect; nearly all actives have a fitted effect of over 60% in size
#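 A549 ARE_Fluc cells (5000/well, 5% FBS OPTI-MEM) pre-incubated 2 h, then treated with compounds 18-24 h at 37C/5% CO2 in concentration-response. CellTiter-Fluor viability read first; BugLite luciferase luminescence after 15 min at room temperature gives Nrf2 activity.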
# ATXN viability = reduces viability in counter-screen for ATXN expression inhibitors; S2 cells (HEK-293 line with an ATXN2-luciferase reporter) viability, CellTiter-Fluor protease fluorescence, 24 h; Potency, µM (doses to about 56.7 µM), hits mostly cytotoxic; 0.49% of 400,000 active; also: potency is read from the fitted curve at half-maximal effect; nearly all actives have a fitted effect of over 40% in size
# A549 viability = counter-screen for Nrf2 inhibitors: cytotoxicity in A549 cells. 0.16% of 390,000 active. Potency, µM (titrated, usually from 46 µM), without a hit: at the top dose activity change, negative = cytotoxicity, most hits filed as inhibitors. A549 ARE-Fluc cells, CellTiter-Fluor viability, 18-24 h; also: potency is read from the fitted curve at half-maximal effect; % is scaled to controls: 0 for no effect and ±100 for the full control effect
#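 Cytotoxicity counterscreen: CellTiter-Fluor fluorescence was measured in A549 ARE_Fluc cells after 18-24 h of compound exposure in a concentration series. The subsequent BugLite luminescent read reports ARE-luciferase activity.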
# ATXN2 expr inh = reduces ATXN2 reporter expression in HEK-293 cells; AID 1745845; 0.72% of 360,000 active; HEK-293 ATXN2-luciferase reporter, luminescence, 24 h; Potency, µM (doses to about 57 µM), without a hit: at the highest dose activity change, negative = inhibition, actives largely listed as inhibitors; also: potency is read from the fitted curve at half-maximal effect; % is scaled to controls: 0 for no effect and ±100 for the full control effect; nearly all actives have a fitted effect of over 55% in size
#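 ATXN2-luciferase reporter cells (luciferase flanked by upstream and downstream ATXN2 gene portions) were treated 24 h at 37 °C with compounds at up to 57 uM. SteadyGlo luminescence gave expression; GF-AFC fluorescence gave viability.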
# HepG2 viability = HepG2 cytotoxicity, counter-screen for TGF-b inhibitors; Potency, µM (titrated, usually from 46.1 µM), inactives show at the top dose activity change, negative = cytotoxicity, hits mostly cytotoxic; HepG2 CAGA-GFP viability, ATP luminescence, 18 h; 0.76% of 410,000 active; also: potency is read from the fitted curve at half-maximal effect; some results filed as inactive show a strong effect at the top dose
#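 HepG2 CAGA-GFP cells (1000/well, DMEM with 1% FBS) received compound, then TGF-beta at 500 pg/mL final, and were incubated 18 hours at 37 degrees C. Viability was read by CellTiter-Glo luminescence. Media-only wells were set as complete cell-killing and DMSO as no toxicity.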
# MCF10A rerep = inducers of DNA re-replication in MCF 10A breast cells; MCF 10A DNA re-replication, Hoechst nuclear intensity, 48 h; Potency, µM (top dose mostly 46.1 µM), for inactives: at the top dose activity, positive = re-replication, hits mostly activators; 2.9% of 350,000 active; also: potency is read from the fitted curve at half-maximal effect; % of control where 0% means no effect; nearly all actives have a fitted effect of over 50% in size
# TGFb SMAD3 inh = TGF-b pathway inhibition; Potency, µM (top dose mostly 46.1 µM), without a hit: top-dose activity, negative = inhibition, usual class: inhibitors; 1.2% of 410,000 active; AID 588855; HepG2 CAGA-GFP TGF-b/SMAD3 reporter, GFP fluorescence, 18 h; TGF-beta stimulated, 500 pg/mL final; also: potency is read from the fitted curve at half-maximal effect; % is scaled to controls: 0 for no effect and ±100 for the full control effect; nearly all actives have a fitted effect of over 65% in size
#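 Read-out: total well GFP (ex488/em500-530) summed from mean per-cell fluorescence. Cells: HEPG2 CAGA-GFP, 1% FBS DMEM, 18 h at 37 degrees C with 500 pg/mL final TGF-beta. Unstimulated wells served as the full-inhibition control; stimulated DMSO wells = 0%.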
# An asterisk follows results filed as active; i = inactive; u = inconclusive; x = not tested or not shown; [ ] = another dose, or the depositor's remark. Unless noted, calls follow the shape of the dose curve; as a rule, active = well fitted curve in the direction sought with a large enough effect; inconclusive = small, poorly fitted or top-dose-only effect, or another doubt; inactive = no such curve, though single readings can be large; an effect the other way counts as inactive or inconclusive.
mol,Nrf2 activator,IL-1B inflam inh,Nrf2 block,ATXN viability,A549 viability,ATXN2 expr inh,HepG2 viability,MCF10A rerep,TGFb SMAD3 inh
Cc1ccc(NCc2ccccc2O)cc1,0.4%,-17,8%,u,-15%,31%,1%,-3%,-9%
O=S(=O)(c1ccc(Oc2ccc(Br)cc2)cc1)N1CCOCC1,3.2%,-14,x,i,1%,-26%,-5%,1%,-10%
CCCCNC(=O)C1(C)CCCCN1C(=O)c1ccc(OC)c(C(F)(F)F)c1 (stereo not given),-0.5%,31,x,i,x,1%,-10%,x,-7%
Cc1ccc(C(=O)NCC(=O)N/N=C/c2cccs2)cc1[N+](=O)[O-],-0.7%,-20,-44%,x,-1%,19%,-4%,0%,-1%
COc1ccc(C(=O)NCCc2cnc[nH]2)cc1OC,1.6%,-30,1%,i,9%,3%,11%,5%,0%
NS(=O)(=O)c1ccc(NC(=O)COC(=O)C2(c3ccc(F)cc3)CCCC2)cc1,-0.9%[9.22 µM],-20,u,i,-2%,-9%,-30%,2%,u
CCOc1ccc(NC(=O)Nc2cccs2)cc1,-0.3%,-11,u,i,-8%,50%[activator],-46%,0%,-9%
O=c1[nH]c2ccc(N=Cc3c(O)ccc4cc(Br)ccc34)cc2[nH]1,-1.3%,3,-7%,i,-6%,-25%,-39%,-3%,-1%
O=C(Nc1cccc(-c2ccccc2)c1)N1CCN(C(=O)Nc2cccc(-c3ccccc3)c2)CC1,-0.3%,14,-14%,i,3%,-11%,-25%,6%,-7%
O=C(NNC(=O)c1csc(-c2cnccc2C(F)(F)F)n1)c1ccc(C(F)(F)F)cc1,0.2%,99,u,i,u,u,-48%,-2%,u
COc1ccc(S(=O)(=O)N2CCOC2CNC(=O)C(=O)NCCN2CCOCC2)cc1C (stereo not given),0.4%,0,-16%,i,0%,7%,1%,-8%,-13%
O=C(Nc1cccc(S(=O)(=O)C(F)(F)F)c1)[C@@H]1O[C@H](CO)[C@@H](O)[C@H]1O,-1.0%,43,x,i,x,1%,-10%,x,15%
CC1CCCC(C)N1CC(O)Cn1c2ccccc2c2ccccc21 (stereo not given),0.1%,-8,-6%,u,1%,x,0%,11%,7%
COc1ccc(C(CC(=O)Nc2ccc(C)cn2)N2Cc3ccccc3C2=O)cc1OC (stereo not given),4.0%,x,12%,i,-11%,-3%,-2%,x,4%
NC(=O)CSc1nnc(NC(=O)c2ccc(S(=O)(=O)N3CCCCC3)cc2)s1,-0.3%,5,14%,i,15%,5%,-4%,3%,-2%
O=C(Cc1ccc2c(c1)OCCO2)N1CCN(S(=O)(=O)c2cccs2)CC1,0.4%,1,-10%,i,7%,-8%,6%,-1%,6%
Cc1ccc(S(=O)(=O)NC(C)c2ccccc2)cc1[N+](=O)[O-] (stereo not given),0.2%,2,2%,i,-1%,-22%[2.22 µM],-7%,-23%,-2%
N#C/C(=C(/O)CCl)c1nc2ccccc2[nH]1,u,-95*,u,u,u,u,-31%,u,10µM*
CCN(CC)CCCN1C(=O)C(O)=C(C(=O)c2ccco2)C1c1ccc(OC(C)C)cc1 (stereo not given),-0.1%,15,11%,u,0%,-8%,-12%,u,0%
CCOC(=O)N1CCN(C(=O)CCSc2ccc(C)cc2)CC1,2.0%,-5,7%,i,-4%,25%,13%,6%,55%[activator]
O=C(COC(=O)c1ccccc1Br)Nc1ccccc1F,6.9%,4,-4%,i,1%,3%,-18%,-3%,1%
Cc1ccc(C(=O)NCc2ccccn2)o1,-0.5%,34,-3%,i,-4%,1%,6%,-3%,-3%
CCCc1cc(=O)oc2cc(OCC(=O)NCCCN3CCOCC3)ccc12,0.2%,18,-3%,i,0%,-1%,-13%,11%,0%
CC(C)Oc1ccc(/C=C/C(=O)NCC2COc3ccccc3O2)cc1 (stereo not given),0.3%,-72*,u,u,-5%,-14%,-5%,9%,13%
CCCn1c2ccccc2c2cnn(CC(=O)N3CCN(c4ccccc4)CC3)c(=O)c21,0.7%,x,x,x,7%,x,-15%,x,u
COc1ccc(CCN(C)C(=O)CCCN2C(=O)c3cccc4cccc(c34)C2=O)cc1OC,0.6%,-30,u,i,-8%,-9%,7%,1%,7%
COc1cccc(CNc2nc3ccc(NC(C)=O)cc3s2)c1,26%,28,24%,i,1%,13%,-4%,0%,2%
O=C(O)c1cnc(-c2ccccc2)nc1C(F)(F)F,0.4%,-23,4%,i,15%,5%,-3%,-6%,-8%
Oc1ccc(-c2nccc(-c3ccc(Br)cc3)n2)cc1,26%,2,29%,i,1%,x,-69%,4%,u
Cc1nc2ccccc2c(=O)n1NC(=O)c1cncc(Br)c1,0.4%,27,-11%,i,-3%,0%,31%,-1%,-1%

# By substructure, the entries above with a furan ring, fused or not.
mol,Nrf2 activator,IL-1B inflam inh,Nrf2 block,ATXN viability,A549 viability,ATXN2 expr inh,HepG2 viability,MCF10A rerep,TGFb SMAD3 inh
CCN(CC)CCCN1C(=O)C(O)=C(C(=O)c2ccco2)C1c1ccc(OC(C)C)cc1 (stereo not given),-0.1%,15,11%,u,0%,-8%,-12%,u,0%
Cc1ccc(C(=O)NCc2ccccn2)o1,-0.5%,34,-3%,i,-4%,1%,6%,-3%,-3%

# Further records:
SMILES	Nrf2 activator	IL-1B inflam inh	Nrf2 block	ATXN viability	A549 viability	ATXN2 expr inh	HepG2 viability	MCF10A rerep	TGFb SMAD3 inh
O=C(CN1C(=O)CCC1=O)Nc1ccc(Cc2ccc(NC(=O)CN3C(=O)CCC3=O)cc2)cc1	0.0%	-69*	18%	i	12%	-24%	-46%	1%	-6%
CC1CCCCN1C(=O)CSc1nc(-c2ccccc2)cc(=O)[nH]1 (stereo not given)	0.2%	25	14%	i	10%	-1%	-18%	18%	0%
Cc1cccc(C)c1NC(=O)CSc1nnc(-c2cccnc2)o1	-0.8%	11	8%	i	-1%	-8%	-15%	-4%	-15%
CC(C(=O)NN=C(c1ccccc1)c1ccccc1)N1CCOCC1 (stereo not given)	0.2%	3	2%	i	1%	x	3%	-3%	-2%
CCN(CC)S(=O)(=O)c1ccc(S(=O)(=O)N2CCN(C(=O)c3ccco3)CC2)cc1	0.1%	-18	-12%	i	3%	-3%	-2%	9%	11%
Cn1c(SCc2ccccn2)nnc1-c1cnccn1	-0.6%	-4	26%	i	-3%	33%[activator]	1%	4%	-4%
CCOc1ccc(CC2S/C(=N/N=C/c3ccco3)NC2=O)cc1 (stereo not given)	u	32	-2%	i	1%	6%	-17%	3%	-14%
O=C(CCNS(=O)(=O)c1ccc(Cl)cc1)NCc1cccnc1	-1.7%	43	x	i	-11%	2%	7%	-16%	14%
CC1Sc2ccc(S(=O)(=O)CCC(=O)NCc3ccccc3)cc2NC1=O (stereo not given)	-0.5%	16	-2%	i	-14%	-11%	0%	14%	-2%
CCOc1ccc(-n2c(C)cc(/C=N/N(C)C)c2C)cc1	0.4%	28	6%	i	7%	-20%	-14%	11%	-19%
CC1(C)CC(NC(=O)C23CCC(C)(C2Br)C3(C)C)CC(C)(C)N1 (stereo not given)	-0.3%	-16	0%	i	1%	-15%	0%	4%	14%
CCC(=O)N1CCN(c2ccc(NC(=S)NC(=O)c3cccc([N+](=O)[O-])c3)cc2)CC1	2.3%	-1	u	i	-14%	-11%	-31%	23%	2%
Cc1ccc(NC(=S)NCCc2ccc(S(N)(=O)=O)cc2)cc1C	0.4%	6	-19%	i	-4%	2%	0%	3%	u
COc1ccc(-c2c(C(=O)c3ccccc3)[nH]c(N)c2C(=O)c2ccccc2)cc1OC	-0.1%	0	x	u	x	-8%	x	x	x
COc1cc(/C=C/c2cccc[n+]2C)ccc1OCC(=O)Nc1ccccc1	0.0%	-17	15%	i	-9%	-1%	-7%	-28%	-1%
Cc1ccc(CN(C(=O)c2ccccc2Br)C2CCS(=O)(=O)C2)o1 (stereo not given)	3.7%	x	6%	x	-2%	x	-16%	x	x
Nn1c(SCc2ccccc2)nc2ccccc21	4.5%	1	u	i	1%	67%[activator]	-16%	-6%	5%
O=C(NCCCn1ccnc1)c1ccc(N2CCCCC2)c([N+](=O)[O-])c1	0.5%	-6	u	i	1%	-11%	10%	1%	-6%
Cc1cc(C(=O)O)ccc1-n1c(C)cc(C=C2C(=O)c3ccccc3C2=O)c1C	4.7%	u	-12%	i	1%	-8%	5%	u	17%

# Arranged by length of the SMILES (falling): part of the list above.
SMILES	Nrf2 activator	IL-1B inflam inh	Nrf2 block	ATXN viability	A549 viability	ATXN2 expr inh	HepG2 viability	MCF10A rerep	TGFb SMAD3 inh
O=C(CN1C(=O)CCC1=O)Nc1ccc(Cc2ccc(NC(=O)CN3C(=O)CCC3=O)cc2)cc1	0.0%	-69*	18%	i	12%	-24%	-46%	1%	-6%
COc1ccc(-c2c(C(=O)c3ccccc3)[nH]c(N)c2C(=O)c2ccccc2)cc1OC	-0.1%	0	x	u	x	-8%	x	x	x
CCOc1ccc(CC2S/C(=N/N=C/c3ccco3)NC2=O)cc1 (stereo not given)	u	32	-2%	i	1%	6%	-17%	3%	-14%

# Outcome played no part in choosing rows; overall some 8.8% were active at least once.
